Screening results from PubChem.
KCNQ1 act: potentiators or activators of KCNQ1 channel, primary screen, cell-based, thallium flux, high-throughput. AID 2648, 2010. 310,000 tested, 0.35% active. B-score at 10 µM. CHO-K1 KCNQ1, thallium flux FluxOR fluorescence; active compounds read high;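 active means fluorescence ratio B-score, a plate-corrected score, at least three library SD, with initial intensity B-score within 5 SD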
Target sequence (P51787 whole entry, looked up): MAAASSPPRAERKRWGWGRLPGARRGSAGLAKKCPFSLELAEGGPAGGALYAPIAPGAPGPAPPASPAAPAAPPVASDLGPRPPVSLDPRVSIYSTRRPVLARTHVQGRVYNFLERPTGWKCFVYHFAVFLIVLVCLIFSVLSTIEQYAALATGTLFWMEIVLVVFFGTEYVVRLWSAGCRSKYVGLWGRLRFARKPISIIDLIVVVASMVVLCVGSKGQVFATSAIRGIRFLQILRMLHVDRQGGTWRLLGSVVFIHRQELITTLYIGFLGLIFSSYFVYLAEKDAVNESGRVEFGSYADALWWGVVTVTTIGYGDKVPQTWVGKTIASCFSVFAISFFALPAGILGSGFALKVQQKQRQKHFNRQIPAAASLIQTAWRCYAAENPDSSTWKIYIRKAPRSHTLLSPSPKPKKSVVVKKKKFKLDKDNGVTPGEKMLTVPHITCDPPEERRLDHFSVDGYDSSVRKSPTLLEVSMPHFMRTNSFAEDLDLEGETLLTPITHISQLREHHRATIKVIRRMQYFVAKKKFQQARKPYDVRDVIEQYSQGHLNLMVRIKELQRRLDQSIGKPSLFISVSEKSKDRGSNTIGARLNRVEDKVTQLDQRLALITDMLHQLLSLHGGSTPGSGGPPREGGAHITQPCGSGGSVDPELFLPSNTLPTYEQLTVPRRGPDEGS
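Medium – assay buffer, equal DMSO in all wells · Material – CHO-K1 cell line with stable KCNQ1 potassium channel expression · Signal – kinetic FluxOR thallium fluorescence, 10-s 1-Hz baseline, 110-s post-stimulus read · Compound – single concentration per compound, DMSO matched to controls · Schedule – 37 °C overnight plating, 90-min dark dye load, 20-min compound pretreatment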
GSK3beta inhib: human GSK3beta kinase inhibitors, primary screen, biochemical, cell-free homogeneous, HTS. activity score (negative = inhibition), % at 10 µM. GST-GSK3beta kinase, ADP-Glo luminescence, 60 min; active compounds read low. 300,000 tested, 0.038% active. Glycogen synthase kinase-3 beta (Homo sapiens), P49841;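 active means more than half of replicate wells score below -50%, meaning over 50% inhibition versus plate controls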;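 further: 0% = median DMSO wells and -100% = median GW8510 positive control wells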
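Assay system: GST-tagged human GSK3beta kinase, cell-free; Input: 1.6 ng GSK3beta; Medium: Tris/MgCl2 kinase buffer; Timing: 60 min enzyme reaction, room temperature; Signal: ADP-Glo luminescence quantifying ADP generated by kinase; Evaluation: score relative to plate controls; Benchmarks: DMSO neutral wells and GW8510 at 20 µM as positive.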
KCNK3 block: human KCNK3 channel inhibitors, primary screen, CHO cells, FluxOR thallium flux, B-score; Potassium channel subfamily K member 3 (Homo sapiens), O14649; 340,000 tested, 0.84% active; AID 602410, 2012; FluxOR fluorescence; active compounds read low; B-score at 10 µM;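 active means B-score under library mean minus 4 SD, starting fluorescence ratio at most library mean plus 5 SD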;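 further: more negative B-score means stronger inhibition of thallium flux through KCNK3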
Target sequence (O14649 whole entry, looked up): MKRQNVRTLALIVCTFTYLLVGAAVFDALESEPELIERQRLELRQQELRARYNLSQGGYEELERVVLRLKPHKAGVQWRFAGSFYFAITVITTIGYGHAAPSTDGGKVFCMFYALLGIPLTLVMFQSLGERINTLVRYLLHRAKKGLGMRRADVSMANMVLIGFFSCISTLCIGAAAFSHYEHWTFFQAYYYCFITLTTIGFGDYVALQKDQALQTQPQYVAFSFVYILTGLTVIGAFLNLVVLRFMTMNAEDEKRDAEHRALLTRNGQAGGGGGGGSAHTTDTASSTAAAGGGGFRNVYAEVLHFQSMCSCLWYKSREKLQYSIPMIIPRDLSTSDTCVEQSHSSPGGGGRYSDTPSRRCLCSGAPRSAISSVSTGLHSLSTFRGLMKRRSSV
GSK3A inh: blockers of GSK3A enzyme activity – biochemical, luminescence, cell-free homogeneous, HTS, primary screen; Glycogen synthase kinase-3 alpha (Homo sapiens), P49840; GSK-3 alpha kinase, ADP-Glo luminescence, 60 min; inhibition, % at 10 µM; 320,000 tested, 0.1% active; AID 2650, 2010;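 in the data active means inhibition above about 50%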;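 further: GST-tagged GSK-3 alpha with peptide substrate and 25 µM ATP; 0% = DMSO neutral wells and 100% = GW8510 positive control wells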
DYRK1A inh: rat Dyrk1A kinase inhibitors, primary screen, biochemical, single point, plate reader. Dual specificity tyrosine-phosphorylation-regulated kinase 1A (Rattus norvegicus), Q63470. inhibition, % at 12.5 µM. AID 504441, 2011. 310,000 tested, 0.43% active. ADP-Glo luminescence, NFATc1 peptide; in the data active means inhibition above about 50%;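 further: plate controls were vehicle with enzyme for no effect and no enzyme for full effect; many of its hits are not listed in these tables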
PolyA inhibitor: polyadenylation inhibitors in yeast reporter cells, primary screen, luminescence, S. cerevisiae; S. cerevisiae SKY197-pL101 polyadenylation reporter, beta-gal luminescence; efflux-impaired pdr1/pdr3 knockout yeast; score 100 = 6 SD above DMSO; calls only at 12 µM; 300,000 tested, 0.02% active; AID 1875, 2009;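 active means lowest replicate activity score at least 50, where 100 means six control SD above control mean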;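 further: yeast exposed to compound for 9 h at 30 °C; higher score means more reporter readthrough which indicates perturbed polyadenylation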
HDAC3 inh: HDAC3 deacetylase inhibitors, primary screen, biochemical, fluorescence, cell-free homogeneous | inhibition, % at 8.3 µM | 320,000 tested, 0.15% active | Histone deacetylase 3 (Homo sapiens), O15379 | recombinant HDAC3, fluorogenic peptide/trypsin coupled; in the data active means inhibition above about 26%, passing the limit was not always enough
hERG protect: hERG rescue from dofetilide block, primary screen, cell-based, CHO-hERG, FluxOR thallium flux, dofetilide IC70 | Voltage-gated inwardly rectifying potassium channel KCNH2 (Homo sapiens), Q12809 | dofetilide IC70 present | activation (rescue from dofetilide block), less the hit threshold, % at 10 µM | 310,000 tested, 0.51% active | AID 1511, 2009;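 active means activation above the mean of controls blocked by dofetilide plus 5 SD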;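 further: thallium influx through hERG after potassium depolarization seen as dye fluorescence rise; in these data hits start at about 4.7%; inactives centre near -7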
RGS4 pot: RGS4 potentiators or activators, primary screen, cell-based, HEK293 M3R inducible RGS4, calcium flux | 310,000 tested, 0.92% active | carbachol calcium flux Fluo4; active compounds read low | AID 463111, 2010 | B-score at 10 µM;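 active means B-score of the integrated calcium signal more than 4 SD below the library mean, with starting fluorescence not abnormally high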;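 further: negative B-score means reduced calcium response which marks RGS4 activation or potentiation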
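Material: Inducible-RGS4 HEK293 cells carrying M3 receptor; also added: carbachol at ECmax as muscarinic agonist stimulus; incubation: compound preincubation 20 min at room temperature before agonist; signal: Fluo4-AM (2 µM) calcium-flux fluorescence, kinetic read; measure: integrated calcium ratio converted to B score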
KCNQ1 inh: inhibitors of human KCNQ1 channel, primary screen, cell-based, thallium flux, high-throughput | Potassium voltage-gated channel subfamily KQT member 1 (Homo sapiens), P51787 | 310,000 tested, 1.3% active | CHO-K1 KCNQ1, FluxOR thallium flux fluorescence; active compounds read high | B-score at 10 µM;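 active means compounds whose thallium flux B-score, printed positive for inhibition, exceeds three library SD while starting fluorescence stays within three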;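 further: channel opened by potassium depolarization with thallium stimulus after 20 min compound exposure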
KCNK9 inh: KCNK9 potassium channel inhibitors, primary screen, HEK293 cells, thallium flux | B-score at 10 µM | Potassium channel subfamily K member 9 (Homo sapiens), Q9NPC2 | 310,000 tested, 1.2% active | FluxOR thallium flux fluorescence; active compounds read low | AID 488922, 2010;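 active means ratio B-score over 3 SD below the library mean, with starting fluorescence within 5 SD of its mean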;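 further: negative B-score means less thallium flux so channel inhibition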
* hit, by the source's call; i = inactive; nt = not tested or not shown. An excerpt. The share of hits here may be higher or lower than overall.

The line under a structure holds: HDAC3 inh	KCNQ1 act	RGS4 pot	DYRK1A inh	KCNK9 inh	hERG protect	GSK3beta inhib	KCNQ1 inh	KCNK3 block	PolyA inhibitor	GSK3A inh
O=c1c2ccccc2nc(CNc2ccccc2)n1-c1ccccc1
 : 8	i	i	nt	i	-9	-2	i	i	i	-3
O=C(Nc1ccc(Cl)c(Cl)c1)c1ccco1
 : -3	i	i	19	i	-3	3	i	i	i	4
CNC(=O)O/N=C(\N)Cc1csc2ccc(Cl)cc12
 : 1	i	i	-1	i	-5	0	i	i	i	-4
O=C(NCCCN1CCOCC1)C(Cl)(Cl)Cl
 : -11	i	i	-3	i	-5	-1	i	i	i	0
Cc1cccc(C)c1N1CCN(c2c(C)cccc2C)CC1
 : 15	i	i	nt	i	-8	-2	i	i	i	-4
CNCCc1c[nH]c2ccc(O)cc12
 : -6	i	i	-1	i	-1	0	i	i	i	-3
Cc1ccc(C(=O)COC(=O)Cc2ccccc2)cc1
 : -1	i	i	-3	i	1	-2	i	i	i	0
CCCc1nc2ccccc2c(=O)n1-c1cccc(OC)c1
 : -2	i	i	15	i	-1	0	i	i	i	-3
COc1ccc2c(c1)CC1(CN2C)C(=O)NC(=O)N(c2ccc(C)cc2)C1=O (centres undefined)
 : 0	nt	nt	-9	nt	nt	7	nt	i	i	-6
Cc1nn(C)cc1/C=C1/CC2C3CC=C4CC(O)CCC4(C)C3CCC2(C)C1=O (centres undefined)
 : -1	i	i	22	i	-12	3	i	i	i	0
O=c1c2ccccc2nc(CSc2ncnc3nc[nH]c23)n1-c1ccc(Cl)c(Cl)c1
 : 0	i	i	4	i	-8	5	i	i	i	-1
Nc1ccncc1Cl
 : -1	i	i	0	i	-11	1	i	i	i	-1
COc1ccc2nc3oc(C(=O)N4CCC5(CC4)OCCO5)cc3cc2c1
 : -14	i	i	6	i	-8	3	i	i	i	2
CCCCn1c(O)c(C(C)=Nc2ccc(OCC)cc2)c(=O)[nH]c1=O
 : 5	i	i	11	i	-6	-12	i	i	i	1
COc1ccc(C2=CC(c3ccc(OC)c(OC)c3)c3c(c4ccccc4oc3=O)O2)cc1OC (centres undefined)
 : 10	i	i	3	i	-8	-3	i	i	i	0
O=C1CC(=O)N(Cc2ccccc2)C(=O)N1CCCCCCN1C(=O)CC(=O)N(Cc2ccccc2)C1=O
 : -2	i	i	-9	i	0	9	i	i	i	-8
N[C@@H](Cc1c[nH]c2ccccc12)c1nnc(SCc2ccc(Cl)cc2)o1
 : 6	i	i	-9	i	-7	-1	i	i	i	-1
CCOP(=S)(OCC)SCC(=O)NC(C(=O)O)C(C)C (centres undefined)
 : -1	i	i	-3	i	-13	3	i	i	i	0
COc1ccc(C(Nc2ccccc2)P(=O)(Oc2ccccc2)Oc2ccccc2)cc1 (centres undefined)
 : 1	i	i	8	i	-8	2	i	i	i	2
c1cncc(CNC2CCCC2)c1
 : -5	i	i	1	i	-3	5	i	i	i	1
CN(C)C(=O)Oc1ccc(Br)c2ccccc12
 : -3	i	i	nt	i	-8	0	i	i	i	nt
CCCCNC(=O)c1c(N)n(Cc2ccc3c(c2)OCO3)c2nc3ccccc3nc12
 : -4	i	i	1	i	-1	1	i	i	nt	3
CC(C)(C)OC(=O)c1c(N)n(Cc2ccco2)c2nc3ccccc3nc12
 : -10	i	i	10	i	-2	3	i	i	i	4
CN(C=O)CP(=O)(O)CN(C)C=O
 : -10	i	i	4	i	-3	3	i	i	i	nt
CC(C)c1ccc(OCC(=O)N2CCCN(C)CC2)cc1
 : -3	i	i	-8	i	-9	0	i	i	i	0
Cc1cc2ccccc2c(=O)n1CC(=O)NCC(=O)N1CCC2(CC1)OCCO2
 : 2	i	i	nt	i	-14	-2	i	i	i	-5
O=C(C(Cc1ccccc1)NS(=O)(=O)c1ccc(F)cc1)N1CCC2(CC1)OCCO2 (centres undefined)
 : -1	i	i	nt	i	-14	0	i	i	i	-1
CCOc1ccc(NC(=O)c2ccc(NC(=O)COC(=O)Cc3ccccc3)cc2)cc1
 : 3	i	i	-5	i	-8	-2	i	i	i	-6
COCCNC(=O)c1c(N)n(CCC(C)C)c2nc3ccccc3nc12
 : -11	i	i	6	i	-16	-5	i	i	i	5
Cc1cc(=O)oc2cc(OCC(=O)N3C[C@H]4C[C@@H](C3)c3cccc(=O)n3C4)c(Cl)cc12
 : 1	i	i	-1	i	-3	-2	i	i	i	0
COc1cc2[nH]c(C(=O)N3CCC4(CC3)OCCO4)cc2c(OC)c1OC
 : -2	i	i	-2	i	-8	0	i	i	i	0
Nc1c(C(=O)NCc2ccco2)c2nc3ccccc3nc2n1Cc1ccccc1
 : -35	i	i	20	i	-10	-3	i	i	i	0
CC(=NCc1cccnc1)c1c(O)n(-c2ccccc2)c(=O)[nH]c1=O
 : 3	i	i	-8	i	-11	0	i	i	i	2
Cc1ccc(CN2CCCN(Cc3ccccc3C)S2(=O)=O)cc1
 : -8	i	i	4	-6.8*	4	3	i	-10*	i	-1
CCn1cc(C(=O)N2CCOCC2)c2ccccc21
 : -11	i	i	-12	i	1	1	i	i	i	-2
CN(C)CCCN=Cc1c(O)n(Cc2ccco2)c(=O)[nH]c1=O
 : -2	i	i	-8	i	-4	1	i	i	i	7
O=C(CN1CCCCC1)c1ccccc1F
 : 6	i	i	9	i	-9	-1	i	i	nt	2
CCC(=NCC1CCCO1)c1c(O)[nH]c(=O)[nH]c1=O (centres undefined)
 : -4	i	i	-3	i	-4	1	i	i	i	1
Cc1cc(Cl)ccc1OCC(=O)N1CCN(C)CC1
 : 0	i	i	6	i	-9	1	i	i	i	2
COc1ccccc1OCC#CCN1CCCC1
 : -1	i	i	4	i	-9	0	i	i	i	-3
O=C(CNC(=O)c1cccc(Cl)c1)Nc1ccc(Br)cc1C(=O)c1ccccc1
 : 6	i	i	-5	i	-5	-3	i	i	i	0
CC(C)c1ccc(NC(=O)CCNC(=O)N2C[C@H]3C[C@@H](C2)c2cccc(=O)n2C3)cc1
 : 6	i	i	-4	i	-7	9	i	i	i	0
CCOC(=O)c1c(NS(=O)(=O)c2ccccc2)n(CCCOC)c2nc3ccccc3nc12
 : -21	i	i	3	i	8.4*	0	i	i	i	5
O=C1NC(=S)N(c2ccccc2F)C(=O)/C1=C\c1cccs1
 : nt	i	i	-2	i	22*	0	i	i	i	nt
C[C@@H]([C@@H](O)c1ccccc1)N(C)C(=O)Cc1ccccc1
 : -13	i	i	5	i	-2	-2	i	i	i	-3
O=C(NC1(C(F)(F)F)Oc2ccccc2O1)N1CCC2(CC1)OCCO2
 : -7	i	i	-18	i	-9	-3	i	i	i	-2
COC(=O)C(O)(c1c(C)[nH]n(-c2ccccc2)c1=O)C(F)(F)F (centres undefined)
 : -3	i	i	-7	i	-9	1	i	i	i	-2
CCCCn1c(O)c(C(CC)=Nc2ccc(OC)cc2OC)c(=O)[nH]c1=O
 : 9	i	i	-1	i	-17	3	i	i	i	0
CCCCn1c(=O)c(C(=O)Nc2ccccc2)c(O)c2ccccc21
 : -1	i	i	0	i	-7	1	i	i	i	-3
O=C1NC(=O)C(CCc2ccncc2)(CCc2ccncc2)C(=O)N1Cc1ccc(F)cc1
 : 2	i	i	-2	i	-4	-1	i	i	i	0

(cont.)
The line under a structure holds: HDAC3 inh	KCNQ1 act	RGS4 pot	DYRK1A inh	KCNK9 inh	hERG protect	GSK3beta inhib	KCNQ1 inh	KCNK3 block	PolyA inhibitor	GSK3A inh
CCCC[N+]12CCC(CC1)C(Cc1ccccc1)C2 (centres undefined)
 : 2	i	i	nt	i	-8	1	i	i	i	1
COC(=O)c1cc(C(O)(C(=O)OC)C(F)(F)F)c(/N=C/N(C)C)s1 (centres undefined)
 : 2	i	i	9	i	-6	3	i	i	i	0
O=C(O)CC1OCC=C2CN3CCC45C6=CC(=O)C(=O)C([N+](=O)[O-])=C6NC4C1C2CC35 (centres undefined)
 : 4	i	i	56*	i	-7	-1	i	i	i	7
Cc1ccc(CN2CCCC(C(=O)c3ccc4c(c3)OCO4)C2)cc1C (centres undefined)
 : 0	i	-7.3*	-5	i	-14	4	i	i	i	0
COc1ccc(OC)c(N2C(=O)NC(=O)/C(=C\c3ccc([N+](=O)[O-])s3)C2=O)c1
 : 8	i	i	4	i	-9	2	i	i	i	-2
Fc1ccc(Cn2nnnc2C(c2ccc(Cl)cc2)N2CC=C(c3ccc(F)cc3)CC2)cc1 (centres undefined)
 : 9	i	i	-2	i	-16	2	i	i	i	-1
O=C1NC(=O)C(=C/C=C/c2coc3ccc(Br)cc3c2=O)C(=O)N1
 : -2	i	i	nt	i	-13	0	i	nt	i	-2
Cn1c(O)c(/C=C2\C=Nc3ccccc32)c(=O)n(C)c1=O
 : -3	i	i	4	i	-5	2	i	i	i	3
O=C(Cn1ccc2ccccc2c1=O)NCC(=O)N1CCC2(CC1)OCCO2
 : nt	i	i	-8	i	-7	-4	i	i	nt	-2
CC(C)(C#CCCCCC#CC(C)(C)[N+](C)(C)C)[N+](C)(C)C
 : -6	i	i	nt	i	-7	2	i	nt	i	-4
N/C(=N\N=C\c1ccc(O)cc1O)N[N+](=O)[O-]
 : 5	i	i	3	i	-9	-2	i	i	i	1
